Rab2 wt GTP: changes GTP binding to wildtype dog Rab2A, up or down | hit rate 0.19% among 190,000 | GTP binding activity, % at 10 µM | P61105 | GST-Rab2 wt beads, Bodipy-GTP binding, flow cytometry;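 active = GTP binding activity at least 20 points away from 100%, either lowered or raised; inconclusive = signal likely due to the compound's own green fluorescence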;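 also: 0% = beads with excess unlabeled GTP and 100% = no-compound control corrected for plate trend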
HRas wt GTP bind: changes GTP binding to wildtype human HRas | P01112 | GST-Ras wt beads, Bodipy-FL-GTP binding, flow cytometry; actives lie on both sides | GTP binding activity, % at 10 µM | hit rate 0.14% among 190,000 | AID 759;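 active = GTP binding activity at least 20% away from the 100% baseline, either lowered as inhibitor or raised as activator; inconclusive = flagged as likely green fluorescent, judged across all proteins in the well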;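 also: 0% = unlabeled GTP competition control and 100% = no-compound control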
Target sequence (P01112 whole entry, looked up): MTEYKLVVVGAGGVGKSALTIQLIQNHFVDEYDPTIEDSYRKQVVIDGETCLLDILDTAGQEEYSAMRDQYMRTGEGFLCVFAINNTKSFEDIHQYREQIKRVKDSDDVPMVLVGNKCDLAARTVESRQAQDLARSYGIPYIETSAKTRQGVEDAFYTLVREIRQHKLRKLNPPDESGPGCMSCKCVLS
Cdc42 wt: human Cdc42 wildtype GTP binding change, either direction. GST-Cdc42 beads, Bodipy-GTP binding, flow cytometry; actives lie on both sides. P60953. percent activity (GTP binding), % at 10 µM. hit rate 0.2% among 190,000;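 active = percent activity GTP binding at least 20 points away from the 100% baseline, either down as inhibitor or up as activator; inconclusive = compound flagged as likely green fluorescent from well-wide comparison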;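 also: median bead fluorescence of bound Bodipy-FL-GTP at 100 nM; 0% = excess unlabeled GTP control and 100% = no compound control; below 100% means less GTP binding so inhibitor and above means activator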
Target sequence (P60953 whole entry, looked up): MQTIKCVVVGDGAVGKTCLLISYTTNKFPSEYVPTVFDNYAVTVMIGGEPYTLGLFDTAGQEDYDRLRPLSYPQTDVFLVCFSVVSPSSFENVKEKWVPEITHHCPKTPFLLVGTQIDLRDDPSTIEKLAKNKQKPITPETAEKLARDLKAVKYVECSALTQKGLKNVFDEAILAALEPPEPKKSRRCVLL
Avidin fluor: compound fluoresces at 488/530 nm on avidin beads; fluorescence (KMESF) at 10 µM; AID 1775; hit rate 0.38% among 220,000; compound fluorescence 488/530 nm, flow cytometry; active compounds read high; in the data active = fluorescence above about 47; also: inactives centre near 10
Rac1 wt modul: modulators of human Rac1 wildtype GTP binding; GST-Rac1 beads, fluorescent GTP binding, flow cytometry; actives lie on both sides; 0 = cold GTP competed, 100 = untreated; hit rate 0.27% among 190,000; P63000; GTP binding activity (% of control), % at 10 µM;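 active = GTP binding activity at least 20 points away from the 100% control level, either lower or higher; inconclusive = compound flagged as likely green fluorescent, judged across all proteins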
Rac1 mut GTP: human Rac1 activated mutant GTP binding change | P63000 | GST-Rac1 activated beads, fluorescent GTP binding, flow cytometry; actives lie on both sides; 100% means binding = to untreated wells | percent activity (GTP binding), % at 10 µM | hit rate 0.11% among 190,000 | AID 764;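 active = GTP binding at least 20 percentage points away from the 100% baseline, in either direction, so actives lie on both sides; inconclusive = Compound likely fluorescent itself, or too few beads counted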
GSH fluor: compound fluoresces at 488/530 nm on GSH beads; GSH beads flow cytometry, compound fluorescence 488/530 nm; active compounds read high; fluorescence (KMESF) at 10 µM; hit rate 0.25% among 190,000; AID 1776; in the data active = fluorescence above about 89;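 also: glutathione beads carrying GST-tagged Bcl family fusion proteins plus one bare bead set; values are compound well signal with DMSO vehicle wells as background; inactives centre near 16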
Rab7 wt GTP bind: dog Rab7 wildtype GTP binding, inhibitors and activators; GST-Rab7 beads, fluorescent GTP binding, flow cytometry; actives lie on both sides; untreated = 100%, excess cold GTP = 0%; GTP binding activity (percent of control), % at 10 µM; hit rate 0.055% among 190,000; AID 758;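 active = fluorescent GTP binding to Rab7 beads changed by at least 20 points from the 100% baseline, either direction, mostly lower; inconclusive = compound itself probably fluorescent, or too few beads counted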;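 also: median green fluorescence of bound Bodipy-FL-GTP per Rab7 bead population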
Pf gamet viab: kills late stage P. falciparum gametocytes; hit rate 0.065% among 150,000; P. falciparum stage V gametocytes, ATP luminescence, 24 h; inhibition, % at 10.9 µM;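 active = inhibition above the mean plus 3 SD of compounds within the control limits, set per campaign, cut at about 38% in these data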;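 also: 0% = DMSO wells and 100% = medium only without gametocytes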
Mcl1 Noxa PPI: Mcl-1/Noxa interaction inhibition; TR-FRET Mcl-1/Noxa peptide binding, 2 h; inhibition, % at 21.7 µM; hit rate 1.5% among 220,000; AID 1022;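 active = compounds that cut the protein-peptide binding signal by more than 50% relative to plate controls in a single-dose test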;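 also: His-tagged Mcl-1 with rhodamine Noxa BH3 peptide and terbium anti-His antibody; 0% = Mcl-1 plus Noxa peptide wells and 100% = peptide-only wells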
Target sequence (Q07820 whole entry, looked up): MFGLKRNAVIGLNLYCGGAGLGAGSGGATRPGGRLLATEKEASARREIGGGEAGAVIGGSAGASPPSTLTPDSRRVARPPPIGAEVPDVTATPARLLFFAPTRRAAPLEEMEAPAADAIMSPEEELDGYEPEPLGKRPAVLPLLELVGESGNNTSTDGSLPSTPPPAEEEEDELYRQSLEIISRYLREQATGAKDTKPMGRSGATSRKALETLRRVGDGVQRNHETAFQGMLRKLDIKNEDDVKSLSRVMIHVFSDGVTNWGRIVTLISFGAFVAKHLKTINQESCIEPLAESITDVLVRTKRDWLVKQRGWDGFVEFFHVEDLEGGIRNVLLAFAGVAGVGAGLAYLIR
Mcl1 Bid PPI: Mcl-1/Bid interaction inhibition | Q07820 | TR-FRET Mcl-1/Bid-Dy647 peptide binding, 1536-well | inhibition, % at 21.7 µM | hit rate 0.97% among 220,000 | AID 1021;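 active = compounds that cut the binding signal by more than half at the single screening dose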;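 also: His-tagged Mcl-1 with europium anti-His antibody binding Bid BH3 peptide; 0% = Mcl-1 plus peptide wells and 100% = peptide-only wells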
* marks the source's active call; other numbers are inactive results; ? = inconclusive; / = not tested or not shown.

SMILES	Rab2 wt GTP	HRas wt GTP bind	Cdc42 wt	Avidin fluor	Rac1 wt modul	Rac1 mut GTP	GSH fluor	Rab7 wt GTP bind	Pf gamet viab	Mcl1 Noxa PPI	Mcl1 Bid PPI
O=C(N=Nc1c(O)[nH]c2ccccc12)c1ccc(CN2CCOCC2)cc1	97	95	97	11	100	96	9	96	5	13	-30
O=C(NC(=S)Nc1cccc2cccnc12)c1cccs1	93	92	95	7	89	95	14	95	1	20	-29
Brc1ccc2nc(-c3cccs3)c(NCC3CCCO3)n2c1 (stereo not given)	97	98	98	12	96	93	20	100	-4	19	-51
Cc1nc(CN(C)C(=O)c2cc(COc3c(F)cccc3F)on2)cs1	99	97	96	12	100	98	14	100	-16	-10	-34
Cc1ccc(-n2c(Cc3cccn3C)nnc2SCC(=O)N2CCc3ccccc32)cc1	94	94	94	10	91	92	33	94	/	/	/
COc1ccc(C(C#N)N2N=C(C)CC2(C)C)cc1OC (stereo not given)	105	102	104	13	107	101	25	103	-7	-4	-36
CC(=O)C1=C(C)NC(SCC(N)=O)=C(C#N)C1c1cccs1 (stereo not given)	96	96	96	24	99	96	16	96	/	9	-11
COc1cccc(NC(=O)CCSc2ccc3ccccc3n2)c1	96	95	99	15	95	97	14	95	/	25	-13
COC(=O)C1=C(C)N(CCc2ccc(OC)c(OC)c2)C(=O)/C1=C\c1ccc(O)cc1	93	94	95	14	96	97	15	96	1	18	-29
O=S(=O)(Nc1nc2c(s1)CCCC2)c1ccc(Br)cc1	98	101	100	21	105	98	17	98	-9	12	-11
Cc1csc(NC(=O)CCS(=O)(=O)c2ccc(Br)cc2)n1	97	99	99	9	95	94	32	93	5	28	-2
COc1cc(NC(=O)C2COc3ccccc3O2)c(OC)cc1Cl (stereo not given)	95	96	97	40	95	94	26	95	22	0	-5
CCC(=O)N/N=C(\C)CC(=O)Nc1ccc2c(c1)OCCO2	102	100	101	13	106	98	8	105	/	-11	-22
Cc1ccc(C(=O)COc2nc(C)nc3ccccc23)cc1	97	97	91	8	95	92	14	102	-22	-16	-14
CC(C)(C)NC(=O)C12CC3CC(CC(Cl)(C3)C1)C2	99	99	105	21	105	98	15	100	22	15	-15
NC(N)=NCCCc1cn(CC(=O)N2CCNCC2)nn1	96	95	95	6	98	96	20	93	/	6	2
Cc1ccc(-c2nnn(CC(=O)N(Cc3cccs3)C(C(=O)NC(C)(C)C)c3ccc(C)o3)n2)o1 (stereo not given)	101	104	102	2	112	101	43	100	-6	20	-27
Cc1ccccc1-c1nnn(C/C(N)=N/O)n1	98	100	96	11	99	94	14	106	2	26	-21
C(=N\Nc1ccccc1)/c1ccc(N2CCOCC2)cc1	96	96	94	2	99	97	21	98	/	20	-60
CCOc1ccc(Cc2c(Cl)nc(N)nc2Cl)cc1	98	98	99	8	98	98	31	101	/	12	-12
O=C(Nc1cccc(C(F)(F)F)c1)c1cccnc1NCCc1ccccc1	97	97	100	22	103	97	15	97	-14	21	27
Cc1nnc(NC(=O)C2CCN(c3nnnn3-c3ccccc3)CC2)s1	100	102	103	37	102	100	14	99	/	-4	7
CC(/C=C/c1ccccc1)=N/NC(=O)CCC(=O)Nc1ccccc1C	101	100	101	4	103	101	8	95	19	-1	-35
Cc1ccc(NC(=O)CN(C)CC(=O)Nc2ccc(F)c(Cl)c2)cc1	97	96	96	12	99	93	13	102	-1	24	1
CCCCN1C(=O)C(O)(CC(=O)c2c(C)n[nH]c2C)c2cc(Br)ccc21 (stereo not given)	103	105	102	12	102	101	29	103	11	16	-12

Looked up above.
O=C(NC(=S)Nc1cccc2cccnc12)c1cccs1 – Cdc42 wt: 95
CCCCN1C(=O)C(O)(CC(=O)c2c(C)n[nH]c2C)c2cc(Br)ccc21 (stereo not given) – GSH fluor: 29

Remaining list, next part:
SMILES	Rab2 wt GTP	HRas wt GTP bind	Cdc42 wt	Avidin fluor	Rac1 wt modul	Rac1 mut GTP	GSH fluor	Rab7 wt GTP bind	Pf gamet viab	Mcl1 Noxa PPI	Mcl1 Bid PPI
COc1cc2c(C(=O)NCc3ccccn3)cn(C)c(=O)c2cc1OC	101	103	107	8	110	101	17	99	/	1	-5
Cc1ccc(OCC(=O)Nc2ccc(S(=O)(=O)Nc3ccccn3)cc2)cc1	97	96	97	12	98	95	27	94	/	-8	-32
Cc1cc(N2CCCCCC2)nc2ccccc12	99	98	102	35	99	99	26	99	/	42	35
O=C(NN1C(=O)C2C3C=CC(O3)C2C1=O)c1ccncc1 (stereo not given)	99	100	103	3	105	100	19	96	14	2	2
CCOC(=O)N1CCC(N2C(=O)c3ccc(C(=O)NCc4ccc(F)cc4)cc3C2=O)CC1	98	98	96	6	100	98	19	103	/	-4	10
O/N=C/c1cn(-c2ccccc2)nn1	98	98	100	21	102	100	11	97	/	-8	-3
Cc1ccc(-n2c(N)c(C(=O)N3CCCCC3)sc2=S)cc1	98	100	102	29	100	98	22	99	-4	-4	-1
CCOC(=O)C/C(N)=N/NC(=O)c1ccc(Cl)cc1Cl	100	100	100	11	100	96	14	104	14	3	-5
CC(C)(C)NC(=O)CSc1nncn1NCc1cccc2ccccc12	92	95	94	8	95	92	52	98	/	20	0
Cn1nnnc1SCC(=O)NCc1ccc2c(c1)OCO2	95	94	96	6	97	95	21	96	-12	7	-6
CCN(Cc1cc2cc(C)ccc2[nH]c1=O)C(=O)c1cccc(OC)c1	102	103	101	7	101	99	67	98	/	-21	-20
COc1ccc(CNC(=O)c2cnccn2)cc1	95	97	98	8	96	95	36	93	/	5	-16
CCOC(=O)c1ccc(NC(=O)CSc2nnc(C3CC3)n2CC)cc1	96	99	97	21	103	96	16	99	-29	2	0
O=C(Cn1ncc2c1-c1ccccc1OC2)Nc1cccc(Cl)c1	99	99	101	7	104	100	28	97	/	7	-7
COc1ccc(C(C(=O)NCc2ccccc2)N(Cc2ccc3c(c2)OCO3)C(=O)c2cnccn2)cc1 (stereo not given)	103	104	105	12	102	102	23	101	/	16	-2
Cn1c(Cn2c(=O)sc3ccccc32)nnc1SCc1cccnc1	98	97	93	5	96	93	16	99	/	-3	-2
C[C@H](NC(=O)OC(C)(C)C)c1nnc(SCC(=O)c2ccc(Cl)cc2)o1	100	99	106	11	103	100	27	97	11	-15	15
O=C(Nc1nc(-c2cccnc2)cs1)c1ccccc1Cl	103	100	103	9	103	97	12	110	-8	-16	-6
C/C(=N\N=C\c1ccc(N(C)C)cc1)c1cccc([N+](=O)[O-])c1	100	98	102	12	103	99	13	102	/	21	-17
CCOC(=O)c1nn(-c2ccc(OCC)cc2)c2nc(CC(C)C)c(C#N)c(=O)n12	100	100	98	3	102	99	16	100	15	-1	1
CC1CCCC(C)N1CC(O)COc1c(F)cc(Br)cc1F (stereo not given)	99	98	98	9	100	99	15	104	-5	17	-26
COc1ccc(C(=O)COC(=O)CCN2C(=O)C3C4CC(C(Br)C4Br)C3C2=O)cc1 (stereo not given)	96	98	97	9	100	96	56	97	/	20	-24
O=C(CSc1nnc(-c2ccc(Cl)cc2)n1-c1ccc(Cl)cc1)N/N=C/c1ccco1	97	99	100	13	101	99	20	97	-3	7	-9
O=C(Nc1ccc(Cl)c(S(=O)(=O)N2CCOCC2)c1)c1cn2ccccc2n1	100	100	100	11	102	99	71	103	-15	15	3
CCN(CC)c1ccc(NC(=O)c2ccc(Br)o2)cc1	98	98	97	14	103	98	15	98	-51	32	-28

Next section:
SMILES	Rab2 wt GTP	HRas wt GTP bind	Cdc42 wt	Avidin fluor	Rac1 wt modul	Rac1 mut GTP	GSH fluor	Rab7 wt GTP bind	Pf gamet viab	Mcl1 Noxa PPI	Mcl1 Bid PPI
CC(C)c1ccc(NC(=O)c2cc(Br)ccc2Br)cc1	98	96	94	8	98	97	19	103	-16	16	-32
Cc1sc(NC(=O)CSc2nnc(-c3ccc(F)cc3)o2)c(C#N)c1C	98	99	100	7	100	97	6	97	/	12	59*
Cc1ccc2c(N)c(C(=O)N(c3ccccc3)c3ccccc3)sc2n1	101	101	97	13	101	98	10	98	-1	-1	-9
Cc1nc2ccc(S(=O)(=O)NCC(=O)N3CCCC(C)C3)cc2s1 (stereo not given)	98	99	98	9	101	98	13	98	/	6	2
Cc1ccc(O)c(NC(=O)CSc2n[nH]c(C)c2[N+](=O)[O-])c1	91	93	92	14	94	94	14	94	/	11	-21
Cc1c(NC(=O)C(C)OC(=O)/C=C/c2ccccc2)c(=O)n(-c2ccccc2)n1C (stereo not given)	101	101	96	12	103	97	9	105	-1	15	-6
OCC1N=C(c2ccccn2)OC1c1ccccc1 (stereo not given)	99	102	102	10	105	99	6	102	/	3	-7
CCOC(=O)CNc1nc2ccccc2n2c(C)nnc12	95	95	95	9	96	96	17	97	17	9	-11
CCOc1ccc(NC(=O)Nc2ccc3c(c2)N(C)C(=O)CS3)cc1	98	100	98	7	101	97	26	100	/	16	-23
S=c1[nH]nc(Cc2cccs2)n1-c1ccccc1Cl	97	95	96	6	98	95	14	101	-7	22	-32
O=C(NCCCO)c1ccc(CSc2nc3ccccc3[nH]2)cc1	96	98	95	6	99	96	22	104	/	-6	-1
CCc1noc(C)c1C(=O)Nc1sc(C(=O)N(C)C)c(C)c1C(=O)OC	102	102	102	7	104	100	19	101	-6	12	-9
O=C(CSc1nnnn1C1CCCCC1)NCc1ccccc1	103	104	108	6	111	101	44	105	/	9	-10
CCOc1ccc(/C(CC)=N/NC(=O)C2(C)CC2(Br)Br)cc1 (stereo not given)	100	101	102	16	105	100	16	98	9	0	-14
O=C(COC(=O)CCCN1C(=O)c2ccccc2C1=O)Nc1cc(Cl)cc(Cl)c1	95	96	98	3	98	98	26	96	20	-1	-4
COc1ccc(OC)c(NC(=O)CCn2cccc2)c1	102	102	98	7	105	100	14	102	/	4	-29
O=C(NCc1ccccc1)N(Cc1cc2cc3c(cc2[nH]c1=O)OCCO3)CC1CCCO1 (stereo not given)	?	?	?	6	?	?	18	?	/	20	13
O=C(Cn1cnnn1)OCC(=O)c1ccc(Cl)s1	99	98	99	44	99	99	14	97	13	42	-36
CCN(CC)S(=O)(=O)c1cc(NS(=O)(=O)c2cccc(Cl)c2Cl)ccc1C	98	101	100	2	104	93	6	102	-24	7	4
Cc1ccc(C2C3=C(CC(C)(C)CC3=O)NC3=C2C(=O)c2ccccc23)cc1 (stereo not given)	101	105	103	6	102	101	11	106	-28	13	-63
C/C=C/c1ccc(OCCN2C(=O)NC(C)(C)C2=O)c(OC)c1	98	101	99	13	96	98	33	98	/	6	-53
CC(C)CNc1nc(Oc2ccc(=O)[nH]n2)nc(N(C)C)n1	100	105	104	7	110	100	43	103	/	-8	-29
COc1ccc(OC)c(CN(CCN2CCOCC2)C(=O)Nc2cccc(Cl)c2)c1	102	100	104	11	108	102	14	103	/	14	-13

Compound activity from PubChem.
